Bioassay records from PubChem.
M17LAP inhibition: P. falciparum M17LAP inhibitors, primary screen, biochemical, fluorogenic H-Leu-NHMec substrate, 1536-well (AID 1619). recombinant M17LAP, H-Leu-NHMec fluorogenic kinetic assay; higher % means a stronger effect. inhibition, % at 30 µM, or IC50 in µM where a hit was titrated. 220,000 compounds, 0.38% hits;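 active = compound inhibiting the enzyme by more than half at any dose during confirmatory dose-response retesting; inconclusive = strong single-dose inhibitors picked by rank but not retested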;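 also: plate controls were full reaction with DMSO carrier for no effect and no enzyme background for full effect; strong numbers were not always called active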
AID2073: disruptors of CaV2.2 binding to Mint1 – biochemical, HTRF (AID 2073) | HTRF protein-protein interaction, Mint1-CaV2.2; higher % means a stronger effect | inhibition, % at 20 µM; hits with a dose series show IC50 in µM | 290,000 compounds, 0.19% hits; in the data active = inhibition mostly above about 51%, no sharp cut-off; inconclusive = no clear call, values can overlap the other calls; inactive = mostly below about 53%; also: some results filed as inactive read as strong as hits
PMI inhibition: MPI inhibition at elevated mannose 6-phosphate – biochemical, fluorescence intensity, high mannose 6-phosphate, primary screen (AID 1220) | inhibition, % at 20 µM, or IC50 in µM where a hit was titrated | recombinant PMI enzyme, coupled fluorescence intensity; higher % means a stronger effect | 190,000 compounds, 0.66% hits
LYP inhibition: inhibitors of LYP phosphatase, biochemical, fluorescence intensity, uHTS (AID 1779). recombinant LYP phosphatase, fluorescence intensity; higher % means a stronger effect. 290,000 compounds, 0.054% hits. inhibition, % at 11.5 µM, or IC50 in µM where a hit was titrated;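 also: plate controls were vehicle with enzyme for no effect and no enzyme for full effect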
PMI inhibitors: inhibitors of human PMI, primary screen, biochemical, fluorescence intensity, coupled assay (AID 1209); purified PMI enzyme, coupled fluorescence intensity; higher % means a stronger effect; 190,000 compounds, 0.42% hits; inhibition, % at 20 µM; hits with a dose series show IC50 in µM;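 also: plate controls were DMSO vehicle for no effect and wells lacking substrate for full effect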
XIAP antagonists: XIAP antagonists, biochemical, IAP family, fluorescence polarization (AID 1018). XIAP BIR domain, fluorescence polarization peptide displacement; higher % means a stronger effect. displacement, % at 20 µM, or IC50 in µM where a hit was titrated. 200,000 compounds, 0.007% hits; in the data active = displacement above about 50%; also: a part of the inactive calls stands beside numbers as strong as those of hits
M1AAP inhibition: malaria alanyl aminopeptidase activity blockers – biochemical, fluorogenic H-Leu-NHMec substrate, 1536-well (AID 1445); inhibition, % at 30 µM, or IC50 in µM where a hit was titrated; 220,000 compounds, 0.42% hits; recombinant M1AAP, H-Leu-NHMec fluorogenic kinetic assay; higher % means a stronger effect;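 active = primary inhibition above the hit cutoff, then over 50% inhibition at one or more dose response concentrations, cut at about 23% in these data, passing the limit was not always enough; inconclusive = conflicting primary data, or primary hits not chosen for dose response; inactive = low primary inhibition, or under 50% at every dose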;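 also: plate controls were DMSO full reaction for no effect and no enzyme background for full effect; strong numbers were not always called active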
SIAH1 antagonists: Siah-1 peptide-binding antagonists, primary screen, biochemical, fluorescence polarization, rhodamine-plectin, uHTS (AID 1817); Siah-1 / rhodamine-plectin peptide fluorescence polarization; higher % means a stronger effect; 290,000 compounds, 0.02% hits; displacement, % at 20 µM; hits with a dose series show IC50 in µM;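 active = displacement of at least 50% at 20 µM, with a fluorescence ratio check between 0.3 and a set limit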;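 also: plate controls were Siah plus tracer with DMSO for no effect and tracer alone without Siah for full effect; strong numbers were not always called active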
Dynein cargo inh: dynein cargo transport inhibition; 3617.4 mouse cells, GR-EGFP nuclear translocation imaging; test concentration mostly 20 µM; stimulated with dexamethasone, 1 µM; hits give low values; z-score, hits read low; 220,000 compounds, 0.47% hits; AID 1381;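 active = plate z-score of nuclear minus cytoplasmic receptor signal below a set negative limit, without overly bright fluorescence or cell loss, cut at about -3.5 in these data, passing the limit was not always enough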;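 also: z-score of nuclear minus cytoplasmic ring GR-EGFP intensity difference per well; some compounds called inactive have numbers as strong as hits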
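Buffer or medium: Induction medium lacking tetracycline, stripped serum | Also added: Dexamethasone agonist, 1.0 µM final, for 30 min | Timing: 48 h induction, 1 h compound, 30 min dex at 37 °C | Detection: Formaldehyde fixation, Hoechst nuclear stain, 10x automated fluorescence imaging | Measure: Nuclear versus cytoplasmic GR-EGFP signal, averaged per well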
Dynein cargo inh cytoplasmic EGFP: further read-out of Dynein cargo inh, marked with its call; z-score; measured here: cytoplasmic GR-EGFP intensity; hits give high values
Dynein cargo inh nuclear GR-EGFP: recorded beside Dynein cargo inh, whose call it bears; z-score; measured here: nuclear GR-EGFP intensity;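 lower value marks the stronger effect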
Dynein cargo inh cell count: recorded beside Dynein cargo inh, whose call it bears; z-score; measured here: cell count per field
Numbers without * were called inactive; ? = inconclusive; · = no result given. Rule as the data show it, unless noted: active = inhibition above about 50%; inactive = the rest.

Results follow in this order: M17LAP inhibition, AID2073, PMI inhibition, LYP inhibition, PMI inhibitors, XIAP antagonists, M1AAP inhibition, SIAH1 antagonists, Dynein cargo inh, Dynein cargo inh cytoplasmic EGFP, Dynein cargo inh nuclear GR-EGFP, Dynein cargo inh cell count
O=C(NCc1cccc(Cl)c1)c1ccc2c(c1)OCO2
→ 3%, 38%, -4%, 2%, -1%, -6.0%, 2%, -4%, -0.87, -0.27, -0.41, 0.74
CC(C)(C)C1CCC2(CC1)SCC(=O)N2c1ccccc1 (stereo unspecified)
→ 0%, -13%, -3%, 4%, -2%, -3.9%, -2%, 0%, 1.1, -0.24, -0.42, -0.94
O=Nc1c2cc(-c3ccccc3)[nH]nc-2c2ccccc12
→ -8%, 14%, 10%, -1%, 5%, -6.6%, -4%, 10%, -0.014, -0.26, 0.011, 0.01
O=C(CC1SC(=Nc2ccc(OC(F)F)cc2)N(CCN2CCOCC2)C1=O)Nc1ccccc1 (stereo unspecified)
→ 9%, 8%, ·, 2%, ·, ·, 3%, -4%, 1.5, -0.061, 1.6, -2.3
COC(=O)c1ccc(/C=N/Nc2nc3ccccc3[nH]2)cc1
→ -4%, 8%, -10%, 1%, 0%, -4.1%, 2%, -1%, -0.17, -0.37, 0.45, -0.22
O=C(/C=C/c1ccc(F)cc1)NC(=S)NNC(=O)c1cnccn1
→ ·, -36%, ·, 6%, ·, ·, ·, -11%, 0.19, -0.11, 0.65, -1.3
O=C1/C(=C/c2ccccn2)COc2ccccc21
→ -8%, 4%, -6%, 0%, -2%, -7.4%, -4%, 2%, -1.4, 0.27, -0.79, -0.55
COCCNS(=O)(=O)c1ccc2c(c1)n(C)c(=O)n2C
→ 2%, 1%, 2%, -5%, 3%, -2.3%, 2%, 1%, -0.92, -0.077, -0.5, 0.62
COc1ccc(C(=O)c2ccccc2)c2c(O)ccc(C(=O)c3ccccc3)c12
→ 3%, -3%, 14%, 0%, 16%, -3.0%, 4%, 2%, -1.3, -0.33, -0.45, 1.7
Fc1ccc(NCc2n[nH]c(=S)n2Cc2ccccc2)cc1
→ 7%, -9%, 0%, -4%, 0%, -8.1%, 1%, 2%, -0.22, -0.2, -0.079, -0.013
CS(=O)(=O)N1N=C(c2ccccc2)CC1c1cccs1 (stereo unspecified)
→ -9%, -7%, 4%, -6%, -1%, -2.3%, -1%, 4%, -0.8, -0.2, -0.66, 0.32
CC12CCC(C(=O)Nc3nc4ccc(Br)cc4s3)(OC1=O)C2(C)C (stereo unspecified)
→ -4%, -4%, 0%, 10%, -2%, -9.2%, -5%, -1%, 2.2, -0.028, 1.7, -1.8
c1nc(NCC2(N3CCOCC3)CCCCC2)c2ccsc2n1
→ -2%, 16%, 6%, -5%, 1%, -15%, 8%, -2%, 0.28, -0.31, -0.68, 0.36
COc1ccc(OC)c(N=c2ssnc2Cl)c1
→ 5%, 28%, 67%*, 13%, 88%*, -4.9%, 1%, 3%, -4.7*, 1.8*, -2.2*, 0.98*
CCNC(=O)NS(=O)(=O)c1cnccc1Nc1cccc(Cl)c1
→ 3%, -1%, -15%, 0%, -17%, -4.4%, -4%, 9%, -0.24, -0.19, -0.34, 0.4
CCOc1ccccc1/C=N/Nc1ccccc1[N+](=O)[O-]
→ 0%, 7%, 2%, -1%, 2%, -5.5%, -1%, 9%, 1.6, -0.22, 0.44, -0.065
COC(=O)C1CSc2[nH]c(=O)sc2C1c1ccccc1 (stereo unspecified)
→ 0%, -5%, 11%, -2%, 24%, -1.0%, 6%, 8%, 1.1, -0.19, 0.88, -0.19
O=C(/C=C/c1cc([N+](=O)[O-])ccc1OC(F)F)NCc1ccc(F)cc1
→ -2%, -6%, -1%, -4%, 2%, -1.5%, 5%, 1%, -0.22, -0.094, -0.03, -0.22
Cc1cc(/C=C(\C#N)C(=O)Nc2ccc(F)cc2)c(C)n1-c1ccc(N2CCOCC2)c([N+](=O)[O-])c1
→ 3%, 1%, 11%, 8%, 15%, -1.5%, 7%, 1%, 2.5, -0.18, 1.5, -1.3
c1ccc(C2CC(c3cccs3)n3nnnc3N2)cc1 (stereo unspecified)
→ -3%, 9%, 9%, -3%, 6%, -4.8%, 6%, 2%, -1.3, -0.056, -0.29, 0.99
Cn1cnnc1SCc1nc(N)nc(Nc2ccccc2)n1
→ 1%, 9%, 2%, -8%, 0%, -1.7%, 0%, 4%, 2, -0.24, -0.42, -0.64
Cc1cc2nc(-c3ccc(SCc4ccc(C(=O)O)cc4)nc3)[nH]c2cc1C
→ -19%, ?, -17%, -10%, -10%, -14%, 13%, 6%, -0.3, 0.37, 0.38, -0.26
CCOC(=O)C1CCCN(Cc2cn[nH]c2-c2ccc(F)cc2F)C1 (stereo unspecified)
→ -2%, -16%, 3%, -5%, 2%, -5.7%, -1%, 13%, -0.31, -0.086, -0.063, 1.5
O=C(N/N=C/c1ccncc1)c1nc2ccccc2c(=O)[nH]1
→ 3%, -14%, ·, 2%, ·, ·, 2%, 1%, -0.33, -0.19, -0.25, 0.83
CCN(CC)C(=O)Cn1cc(C(=O)C(=O)N2CCc3ccccc32)c2ccccc21
→ 4%, 0%, 1%, -3%, -7%, -4.9%, 8%, -1%, -0.16, 0.13, -0.023, -0.72
Cc1cc(NC(=O)CC2CCCC2)n(-c2nc3ccccc3[nH]2)n1
→ -1%, 1%, 4%, -6%, -4%, 2.1%, 4%, 0%, 0.41, -0.19, 0.67, -0.52
COc1ccc(NC(=O)c2c(NC(=O)CNCC(C)C)sc3c2CCC3)c(OC)c1
→ 12%, 24%, -2%, 5%, -7%, -10%, 13%, -4%, 0.35, -0.31, 0.38, -0.0093
CCOC(=O)c1ccc(N2CCN(c3ccccc3F)CC2)c(NC(=O)Nc2ccccc2)c1
→ 19%, 20%, -5%, 11%, 5%, -1.9%, 4%, 7%, 0.64, -0.25, 0.69, -0.98
CC(C)CC(NS(=O)(=O)c1ccc2c(c1)oc(=O)n2C)C(=O)NC1CCCc2ccccc21 (stereo unspecified)
→ 4%, -2%, -11%, -5%, -8%, -13%, -1%, 4%, 0.52, -0.16, 0.55, -0.041
COc1ccc(OCC(O)CNCCNc2nccc(C(F)(F)F)n2)cc1 (stereo unspecified)
→ -3%, 10%, ·, -5%, ·, ·, 2%, 2%, -0.68, -0.18, -0.47, 1

Part of the list above, reformatted.
M17LAP inhibition,AID2073,PMI inhibition,LYP inhibition,PMI inhibitors,XIAP antagonists,M1AAP inhibition,SIAH1 antagonists,Dynein cargo inh,Dynein cargo inh cytoplasmic EGFP,Dynein cargo inh nuclear GR-EGFP,Dynein cargo inh cell count,compound
9%,8%,·,2%,·,·,3%,-4%,1.5,-0.061,1.6,-2.3,O=C(CC1SC(=Nc2ccc(OC(F)F)cc2)N(CCN2CCOCC2)C1=O)Nc1ccccc1 (stereo unspecified)
-4%,8%,-10%,1%,0%,-4.1%,2%,-1%,-0.17,-0.37,0.45,-0.22,COC(=O)c1ccc(/C=N/Nc2nc3ccccc3[nH]2)cc1
·,-36%,·,6%,·,·,·,-11%,0.19,-0.11,0.65,-1.3,O=C(/C=C/c1ccc(F)cc1)NC(=S)NNC(=O)c1cnccn1

Additional compounds follow:
Results follow in this order: M17LAP inhibition, AID2073, PMI inhibition, LYP inhibition, PMI inhibitors, XIAP antagonists, M1AAP inhibition, SIAH1 antagonists, Dynein cargo inh, Dynein cargo inh cytoplasmic EGFP, Dynein cargo inh nuclear GR-EGFP, Dynein cargo inh cell count
N#Cc1c(C(F)(F)F)cc(-c2cccs2)nc1SCc1cccnc1
→ -5%, 13%, 12%, -2%, 6%, -12%, 20%, 3%, -0.78, 0.5, -0.53, 0.32
COCCNC(=O)/C(C#N)=C/c1cccs1
→ 10%, 9%, ·, 5%, ·, ·, 12%, 4%, 0.77, -0.26, 0.34, -0.85
Cc1cccc(C)c1NC(=O)C(NC=O)c1ccccc1Cl (stereo unspecified)
→ 7%, -6%, 5%, -9%, 7%, -7.9%, -4%, -1%, 1.7, -0.023, 0.46, -2.1
CS(=O)(=O)N1CCN(C(=O)Cc2cccs2)CC1
→ -11%, 9%, 4%, 0%, 4%, -4.6%, 10%, 2%, -0.83, -0.24, 0.029, 0.87
COC(=O)Cc1c(C)[nH]n(-c2cc(Cl)cc(Cl)c2)c1=O
→ 8%, 19%, -18%, -1%, -20%, 1.0%, 6%, -3%, 0.16, -0.21, 0.33, -0.0093
Cc1ccccc1N=Nc1c(C)[nH]n(-c2ccccc2)c1=O
→ ·, 5%, 14%, -7%, 9%, 1.4%, ·, 15%, -0.31, -0.22, 0.32, 0.11
O=C(Nc1nnc(COc2ccc(F)cc2)s1)c1cccs1
→ -9%, 7%, 1%, 2%, 0%, -4.6%, 3%, -6%, -0.96, -0.15, -0.27, 0.44
COc1cc(C(=O)/C=C/Nc2ccc(NC(C)=O)cc2)cc(OC)c1OC
→ 11%, -5%, 22%, -8%, 23%, -9.9%, 13%, -4%, 0.73, -0.22, 0.42, -0.52
S=C1NC(c2ccccc2)N2C(=S)NC(c3ccccc3)N12 (stereo unspecified)
→ 21µM*, -8%, 7%, 0%, 47%, -14%, ?, -1%, 0.54, -0.26, 0.39, 0.075
CC(=O)N/N=C/c1cc(C(C)C)cc(/C=N/NC(C)=O)c1O
→ 10%, 20%, -14%, -2%, 17%, -2.7%, 12%, -2%, -0.41, -0.28, -0.031, 0.88
COc1ccc(C(=O)NCc2nnc(SCC(=O)Nc3ccccc3OC)n2C)cc1
→ -9%, 0%, 2%, -11%, 6%, -4.4%, -1%, 16%, -0.53, -0.2, 0.1, 0.36
O=c1c2sc3nc(N4CCOCC4)c4c(c3c2ncn1-c1ccccc1)CCCC4
→ -2%, 33%, -9%, -1%, -11%, -9.2%, 1%, 1%, -0.15, -0.26, -0.071, 0.51
Cc1ccc(C2C(C(=O)c3cccs3)=C(O)C(=O)N2CCN2CCOCC2)o1 (stereo unspecified)
→ 13%, 3%, -31%, -10%, -13%, -7.5%, -1%, 0%, -1.2, -0.21, -0.41, 1.1
COc1cc(CNc2ccc(N3CCCC3)cc2)ccc1OCc1ccccc1F
→ 7%, 21%, 56%*, 4%, 30%, -11%, 5%, 9%, -0.49, -0.32, -0.38, 0.44
